Screening data from PubChem BioAssay.
OTUD3 block: inhibitors of human OTUD3 deubiquitinase. Q5T2D3. 47,000 tested, 0.7% active. purified OTUD3, Ub-rhodamine fluorescence, 2 h. inhibition, % at 25 µM
USP8 inh: inhibitors of human USP8 deubiquitinase | AID 1645853 | inhibition, % at 20 µM | P40818 | purified USP8, Ub-rhodamine cleavage fluorescence, 30 min | 47,000 tested, 4.2% active
USP10 inh: human USP10 deubiquitinase inhibition; Q14694; purified USP10, Ub-rhodamine fluorescence, 60 min; inhibition, % at 20 µM; 47,000 tested, 1.1% active
USP17 inh: inhibitors of human USP17 deubiquitinase. AID 1645855. inhibition, % at 50 µM. 47,000 tested, 6.5% active. purified USP17, Ub-rhodamine cleavage fluorescence, 3 h. A8MUK1
Target sequence (A8MUK1 whole entry, looked up): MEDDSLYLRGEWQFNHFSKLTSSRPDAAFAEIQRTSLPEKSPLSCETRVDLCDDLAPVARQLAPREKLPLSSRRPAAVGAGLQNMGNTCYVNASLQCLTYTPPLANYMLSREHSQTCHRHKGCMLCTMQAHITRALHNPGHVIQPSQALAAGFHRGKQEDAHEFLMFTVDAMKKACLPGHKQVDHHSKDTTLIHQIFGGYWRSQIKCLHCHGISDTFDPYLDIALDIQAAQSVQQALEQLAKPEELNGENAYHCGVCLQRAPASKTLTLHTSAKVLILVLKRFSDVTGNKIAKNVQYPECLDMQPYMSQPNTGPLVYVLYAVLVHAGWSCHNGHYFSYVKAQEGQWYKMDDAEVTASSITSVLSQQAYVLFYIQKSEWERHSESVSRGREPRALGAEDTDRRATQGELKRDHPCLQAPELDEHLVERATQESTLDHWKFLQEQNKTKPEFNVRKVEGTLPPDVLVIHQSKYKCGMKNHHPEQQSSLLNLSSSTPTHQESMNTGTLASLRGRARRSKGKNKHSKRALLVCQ
USP7 block: blocks human USP7 ubiquitin-rhodamine cleavage; AID 1645854; purified USP7, Ub-rhodamine cleavage fluorescence; inhibition, % at 20 µM; 47,000 tested, 0.3% active
UCHL1 block: inhibitors of human UCHL1 deubiquitinase | purified UCHL1, Ub-rhodamine cleavage fluorescence | inhibition, % at 20 µM | 47,000 tested, 0.2% active | AID 1645859
Target sequence (P09936 whole entry, looked up): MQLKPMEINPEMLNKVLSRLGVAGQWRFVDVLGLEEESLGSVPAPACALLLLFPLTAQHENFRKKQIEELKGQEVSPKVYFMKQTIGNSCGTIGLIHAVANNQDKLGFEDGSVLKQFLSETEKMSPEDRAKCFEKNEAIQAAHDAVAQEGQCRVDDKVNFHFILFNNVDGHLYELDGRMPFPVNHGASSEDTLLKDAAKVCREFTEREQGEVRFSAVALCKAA
USP30 inh: blocks human USP30 ubiquitin-rhodamine cleavage; 47,000 tested, 5.3% active; inhibition, % at 25 µM; Q70CQ3; purified USP30, Ub-rhodamine cleavage fluorescence
USP28 inh: blocks human USP28 ubiquitin-rhodamine cleavage; AID 1645857; inhibition, % at 25 µM; Q96RU2; 47,000 tested, 3% active; purified USP28, Ub-rhodamine cleavage fluorescence, 30 min
Numbers without * were called inactive; i = inactive; / = no result given. Cut-off read from the data, not from the text of the source: active = inhibition above about 30%; inactive = the rest. These rows are one share of the data (hit frequency here may not be typical).

SMILES	OTUD3 block	USP8 inh	USP10 inh	USP17 inh	USP7 block	UCHL1 block	USP30 inh	USP28 inh
Cc1cc(C)nc(-n2nc(C)c3c2NC(=O)CSC3c2ccc(F)cc2F)n1 (configuration not stated)	0.2	1.6	-4.0	45.3*	-4.9	0.2	77.2*	2.1
Cc1cc(CN2CC[C@H]3O[C@H](C(=O)N4CCCCO4)CC[C@H]32)no1	-13.2	-148.8	0.0	-34.1	2.0	0.9	-14.1	-16.6
COc1c2c(cc3c1OCO3)[C@]13C=C[C@H](OC)CC1N(C2)CC3O (some centres not stated)	0.1	3.2	1.9	-0.5	1.7	0.6	10.1	2.3
COc1cccc(CC(=O)Nc2cc(S(=O)(=O)N3CCOCC3)ccc2N2CCN(C)CC2)c1	-4.4	-16.0	-1.3	-4.2	-2.6	0.0	-7.1	-1.6
Cc1[nH]c2ccccc2c1C(=O)C(=O)N1CCC2(CC1)OCCO2	-0.8	-0.3	0.1	-0.3	-0.4	0.4	/	/
Cn1cc(C(=O)NCc2ccc3c(c2)OCO3)c2cccnc21	-0.2	-2.2	-1.7	-16.6	0.3	0.8	2.3	6.4
NC[C@H]1O[C@H](O[C@H]2[C@H](O)[C@@H](O)[C@H](N)C[C@@H]2N)[C@H](N)[C@@H](O)[C@@H]1O	-7.3	-14.9	-8.0	-15.2	1.2	-0.8	-42.7	-15.9
c1ccc([C@H]2CCN[C@@H]3CCCCN(Cc4cccnc4)[C@H]23)cc1	-11.9	17.9	-5.2	-4.6	-3.3	-1.9	-68.3	-16.2
COC(/C=C/CC/C=C/C(=O)O)C(O)C(C)C(O)/C(C)=C/C(C)C(=O)CCCC1CC(=O)NC(=O)C1 (configuration not stated)	-7.5	6.6	4.1	-5.8	0.1	-0.4	0.5	-6.8
COc1ccc(NC(=O)NC[C@H]2C[C@@H]3CCN2C[C@@H]3c2cc(C3CCCC3)nn2C)cc1	1.7	0.0	0.0	0.3	-15.0	1.2	19.3	6.1
CCOC(=O)[C@@H]1CN[C@H]2c3cccc(F)c3O[C@@H]12	-133.7	-3.9	-9.3	-190.3	-14.8	-6.3	i	-169.4
O=S1(=O)[C@H]2C[C@@H]3CNC[C@@]2(CN1Cc1ccncc1)O3	7.5	15.8	0.1	11.1	7.6	4.1	25.0	11.1

For convenience, some entries already given.
SMILES	OTUD3 block	USP8 inh	USP10 inh	USP17 inh	USP7 block	UCHL1 block	USP30 inh	USP28 inh
Cc1cc(C)nc(-n2nc(C)c3c2NC(=O)CSC3c2ccc(F)cc2F)n1 (configuration not stated)	0.2	1.6	-4.0	45.3*	-4.9	0.2	77.2*	2.1
Cc1cc(CN2CC[C@H]3O[C@H](C(=O)N4CCCCO4)CC[C@H]32)no1	-13.2	-148.8	0.0	-34.1	2.0	0.9	-14.1	-16.6

Complete entries, quoted from the list.
Cc1cc(CN2CC[C@H]3O[C@H](C(=O)N4CCCCO4)CC[C@H]32)no1 in the list: OTUD3 block: -13.2; USP8 inh: -148.8; USP10 inh: 0.0; USP17 inh: -34.1; USP7 block: 2.0; UCHL1 block: 0.9; USP30 inh: -14.1; USP28 inh: -16.6
COC(/C=C/CC/C=C/C(=O)O)C(O)C(C)C(O)/C(C)=C/C(C)C(=O)CCCC1CC(=O)NC(=O)C1 (configuration not stated) in the list: OTUD3 block: -7.5; USP8 inh: 6.6; USP10 inh: 4.1; USP17 inh: -5.8; USP7 block: 0.1; UCHL1 block: -0.4; USP30 inh: 0.5; USP28 inh: -6.8

(more compounds)
SMILES	OTUD3 block	USP8 inh	USP10 inh	USP17 inh	USP7 block	UCHL1 block	USP30 inh	USP28 inh
CC(C)[C@]12O[C@H]1[C@@H]1O[C@]13[C@]1(O[C@H]1CC1C4=C(CC[C@@]13C)C(=O)OC4)[C@@H]2O (some centres not stated)	-8.4	0.9	3.6	-7.6	-0.2	-3.9	0.4	-9.4
C[C@H]1C(=O)O[C@@H]2CCN3CC=C(COC(=O)[C@](C)(O)[C@]1(C)O)[C@H]23	-8.9	1.4	1.4	-7.7	0.0	-1.0	-0.9	-6.5
COC1=CC(=O)OC(/C=C/c2ccccc2)C1 (configuration not stated)	10.3	6.1	8.6	14.2	-20.6	4.7	17.4	11.4
NC(=O)[C@@H]1CN2CCN(C(=O)COc3ccccc3)C[C@@H]2[C@H]1c1ccccc1	-1.0	-1.0	1.0	-7.1	-7.2	-4.6	/	/
C[N+]1([O-])[C@@H]2CC(OC(=O)[C@H](CO)c3ccccc3)C[C@H]1[C@@H]1O[C@@H]12 (some centres not stated)	-1.1	-2.3	0.0	-6.2	-1.9	-2.2	6.5	-16.6
CCN1C[C@]2(C)CC[C@H](O)[C@@]34C5C[C@@H]6[C@@H](OC)C[C@@](O)(C5[C@H]6O)[C@@H](CC23)C14 (some centres not stated)	-6.1	6.9	4.5	-2.6	6.8	0.0	0.9	-8.9
C[C@H]1C/C=C/[C@@H](O)[C@@H](O)CC/C=C/c2cc(O)cc(O)c2C(=O)O1	-24.3	-46.1	-4.6	-24.6	-25.9	-8.7	-139.9	-25.3
Cc1ccc2[nH]c(C)c(CCNCc3cccnc3)c2c1	-0.6	0.0	-1.6	-0.1	3.8	-3.2	-14.4	-5.8
CC(C)(C)c1cn(C[C@H]2CC3CCN2C[C@@H]3C(=O)Nc2ccccc2)nn1 (some centres not stated)	-7.1	-10.3	-3.0	-14.4	-11.0	-2.2	-11.2	-8.0
O=C(NCc1ccco1)c1cc2cccnc2n(Cc2ccccc2)c1=O	-28.1	-2.6	-2.4	-30.8	-7.3	-1.5	-91.2	-0.9
C[C@H]1CCC/C=C/[C@@H]2C[C@H](O)C[C@H]2[C@H](O)/C=C/C(=O)O1	-2.1	1.3	1.5	-8.1	-1.5	-0.3	-20.3	-0.6
O=C(NC1CCCC1)C1=NOC2(CCNC2)C1 (configuration not stated)	-0.6	-123.4	-12.3	-19.5	3.7	1.4	-0.5	-6.0
c1nc(NCC2CC2)nc2c1COCC21CCN(CC2CC2)C1 (configuration not stated)	11.7	-23.1	2.5	2.8	1.4	3.3	16.5	3.8
Cc1ccc(CN2C(=O)CN=C(c3ccccc3)c3ccccc32)cc1	7.2	18.9	1.8	4.8	-41.1	1.3	29.4	1.2
CC1CC/C=C\C=C/CCC(O)CC(=O)C(C)C2CCC(C)C(O)(O2)C(O)C(=O)OC(C)CC/C=C\C=C/CCC(O)CC(=O)C(C)C2CCC(C)C(O)(O2)C(O)C(=O)O1 (configuration not stated)	-8.7	5.2	1.8	-3.3	9.7	4.5	-13.2	-12.4
Cc1nc(CO[C@H]2CN(Cc3c(C)noc3C)[C@@H]3COC[C@H]23)cs1	-1.3	-0.7	-3.1	-13.8	-2.5	-1.4	-14.3	-7.1
CN=C1NC(=O)[C@H]([C@@H](C)c2c[nH]c3ccccc23)O1	15.8	0.3	-1.2	-6.7	-0.1	-1.1	0.5	3.9
O=C(NC1CC1)C1=NOC2(CCNCC2)C1	-6.0	-132.5	-2.0	-29.5	0.1	-3.7	-22.3	-14.2
CCC(C)n1[nH]c(=O)c2c1NC(=O)CSC2c1ccc2c(c1)OCO2 (configuration not stated)	-6.1	-0.1	0.7	-0.5	-1.3	-1.4	5.0	-5.3
Cc1cccc2cc3c(nc12)OC(C)CNC3 (configuration not stated)	2.1	6.0	-3.4	10.0	2.9	0.9	11.9	0.7
O=C1CN=C(c2ccccc2)c2ccccc2N1Cc1ccccc1F	0.7	21.8	2.0	-1.0	-14.1	-0.8	9.1	-2.0
c1cnc(N2CCC23CCN(Cc2ccncc2)C3)nc1 (configuration not stated)	7.6	-38.5	-5.0	-9.9	4.1	0.0	-13.9	-0.5
C/C(=C\c1csc(C)n1)[C@@H]1C[C@@H]2O[C@@H]2CCC[C@H](C)[C@H](O)[C@@H](C)C(=O)C(C)(C)[C@@H](O)CC(=O)O1	2.7	-0.7	-1.1	0.6	2.0	3.3	13.7	6.8
CC(C)CNC(=O)C1=NOC2(CCNC2)C1 (configuration not stated)	-1.4	-186.2	-1.3	-22.0	0.0	-1.7	-2.9	-11.6
Cc1[nH]c(=O)[nH]c(=O)c1CC(=O)N1CCCCC1CN1CCCCC1 (configuration not stated)	-0.1	5.8	0.0	1.5	2.4	-2.0	-9.6	-6.8
COc1ccc(S(=O)(=O)n2cc(CCN3CCS(=O)(=O)CC3)c3ccccc32)cc1	-1.3	-17.2	1.7	/	4.0	0.0	18.4	-6.1
CC(C)CCN1C[C@H]2C[C@H](C(=O)Nc3cccnc3)[C@@H](C1)O2	4.0	-31.2	10.0	/	-3.2	-0.8	4.5	-2.4
CCCCC1N2CC3(C)CN1CC(C)(C2)C3O (configuration not stated)	11.7	16.2	0.0	12.7	5.9	1.2	18.4	4.4
CN1CC[C@H]2CN(C(=O)CC3CCCC3)C[C@H]2C1	-5.9	-2.3	-0.2	-11.0	-2.4	-3.1	-6.2	-9.8
CN1[C@@H]2Cc3ccccc3[C@H]1C[C@@H](NC(=O)Nc1ccccc1F)C2	0.1	4.9	3.0	7.0	1.5	-0.9	18.7	1.3
Cc1cc(C)cc(-n2c(CSc3ccc(F)cc3)nc3cc(Cl)ccc3c2=O)c1	6.6	8.9	4.8	9.5	6.8	3.1	10.8	13.2
COc1cc(C2SCC(=O)Nc3n[nH]c(C)c32)ccc1OCc1ccc(F)cc1 (configuration not stated)	7.3	-40.6	7.7	2.4	-8.9	0.3	13.7	2.2
COc1ccc(-c2cc([C@H]3CN4CC[C@H]3C[C@@H]4CO)n(C)n2)cc1OC	10.4	-1.6	-1.3	7.0	7.2	4.1	19.5	7.4
COc1cc([C@@H]2c3cc4c(cc3C[C@@H]3COC(=O)[C@H]32)OCO4)cc(OC)c1OC	0.0	4.2	4.7	68.6*	-0.5	-0.9	-12.4	0.5
CC12CN3CC(C)(CN(C1)C3(C)C)C2=O	-0.1	1.9	0.3	3.1	3.5	-0.3	7.8	-6.0
Cc1csc(C2(NC(=O)c3cnn(C(C)(C)C)c3)CCCC2)n1	1.5	0.0	1.4	-3.3	3.4	-0.2	0.2	-7.0
COc1ccc2c3c([nH]c2c1)C(C=C(C)C)N1C(=O)C2CCCN2C(=O)C1(O)C3O (configuration not stated)	8.0	-0.2	0.5	7.7	1.7	3.8	6.8	4.0
COc1cc(/C=C/C(=O)NCCCCNC(=O)/C=C/c2ccc(O)c(OC)c2)ccc1O	-9.4	-90.1	-5.4	2.5	-31.0	-16.4	-71.7	-11.4
O=C(Oc1ccccc1)N1CCC2(CCNCC2)C1	-3.3	2.1	-1.5	-2.8	-3.9	-2.1	-3.6	-7.4
